H37Rv inhibition = M. tuberculosis growth inhibition, HTS (AID 449762) | M. tuberculosis H37Rv growth inhibition, 7H9 media; higher % means a stronger effect | one-dose inhibition, % at 25 µM; IC50 in µM for titrated hits | 330,000 compounds, 0.59% hits; in the data active = a potency from the dose series; inconclusive = inhibition above about 70% without an active follow-up result;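 also: bacterial growth assessed after seven days of incubation; strong numbers were not always called active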
VEEV TC-83 Vero = inhibitors of VEEV TC-83 cytopathic effect, confirmation, Vero cells (AID 588727). Vero cells, VEEV TC-83 cytopathic effect inhibition; higher % means a stronger effect. one-dose inhibition, % at 20 µM; IC50 in µM for titrated hits. 350,000 compounds, 0.13% hits; in the data active = a potency from the dose series; inconclusive = inhibition mostly from about 14% at the one dose, without a potency; inactive = the rest, 99 in 100 with inhibition below about 12%; also: strong numbers were not always called active
H1N1 NS1A inhibition = H1N1 influenza NS1A inhibitors, functional cell based assay (AID 504329); NS1A functional cell-based assay, percent inhibition; higher % means a stronger effect; 340,000 compounds, 0.3% hits; one-dose inhibition, % at 12.5 µM; IC50 in µM for titrated hits; in the data active = a potency from the dose series; inconclusive = inhibition above about 27% without an active follow-up result; also: strong numbers were not always called active
M. tuberculosis = growth inhibition of non-replicating M. tuberculosis (AID 488890) | Mycobacterium tuberculosis non-replicating, growth inhibition; higher % means a stronger effect | inhibition, % at 25 µM; hits with a dose series show IC50 in µM | 320,000 compounds, 0.39% hits; in the data active = a potency from the dose series; inconclusive = inhibition mostly from about 82% at the one dose, without a potency; inactive = the rest, 99 in 100 with inhibition below about 76%;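 also: plate controls were DMSO cells for no effect and high antibiotic wells for full effect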
Salmonella PhoP GFP = PhoP regulon inhibitors, Salmonella typhi PhoP promoter GFP reporter, confirmatory (AID 1850); Salmonella Typhi PhoP-promoter GFP reporter, fluorescence, 4 h; higher % means a stronger effect; inhibition, % at 50 µM; hits with a dose series show IC50 in µM; 310,000 compounds, 0.33% hits; in the data active = a potency from the dose series; inconclusive = inhibition mostly from about 25% at the one dose, without a potency; inactive = the rest, 99 in 100 with inhibition below about 19%;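 also: 0% = induced wells with vehicle and 100% = uninduced wells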
* marks the source's active call; other numbers are inactive results; i = inactive; ? = inconclusive; nt = not tested or not shown.

SMILES | H37Rv inhibition | VEEV TC-83 Vero | H1N1 NS1A inhibition | M. tuberculosis | Salmonella PhoP GFP
Fc1cccc(/C=C2\CCCC3=C2NC(=S)NC3c2cccc(F)c2)c1 (stereo unspecified) | 10% | 1.8% | 7% | 13% | -3%
CNC1=C([N+](=O)[O-])CC([N+](=O)[O-])=C(N2CCNCC2)N1C | 1% | 0.1% | 2% | 1% | 2%
CC(C)(C)n1cnc2cc(NC(=O)c3ccccc3)ccc21 | -7% | 0.7% | -2% | 15% | 7%
Cn1c(S(=O)(=O)Cc2ccc(Cl)cc2)nc2ccccc21 | -9% | 6.4% | 13% | 15% | -14%
CC(C)C(C(=O)O)N1C(=O)/C(=C/C=C/c2ccco2)SC1=S (stereo unspecified) | -3% | 0.3% | 15% | 12% | -35%
OC(COc1ccc2ccccc2c1Br)Cn1ccnc1 (stereo unspecified) | ? | 1.6% | -4% | i | 3%
Cc1ccc(NS(=O)(=O)c2ccc(C(=O)Nc3nncs3)cc2)cc1 | -6% | 1.1% | 11% | 3% | nt
C=CCn1c(=NC(=O)c2ccc(S(=O)(=O)N3CCCc4ccccc43)cc2)sc2cc(S(N)(=O)=O)ccc21 | -1% | 0.0% | -4% | 12% | -7%
O=C(CN1CCc2ccccc2C1)Nc1ccc(F)cc1 | 10% | i | -3% | ? | -7%
CCC1(CC)C(C#N)C(=O)NC(=O)C1C#N (stereo unspecified) | nt | 0.6% | -4% | nt | nt
Cc1ccc(S(=O)(=O)N(CC(O)CN2CCCC2)c2ccccc2)cc1 (stereo unspecified) | 10% | 0.1% | -5% | 57% | 15%
Cc1cc(C)[n+]2[nH]c(N)c(N=Nc3ccccc3)c2n1 | nt | 6.6% | -1% | nt | 16%
O=C(O)C1CCN(c2ccc(S(=O)(=O)N3CCCCC3)cc2[N+](=O)[O-])CC1 | nt | 1.4% | 0% | nt | nt
CCc1nnc(NC(=O)CSc2nc3c(C)cccc3[nH]2)s1 | -3% | 1.7% | -9% | 17% | -2%
COc1ccccc1-c1noc(-c2ccccc2C(=O)N2CCOCC2)n1 | 3% | 2.0% | 0% | 10% | -11%
COc1ccc(C(=O)OCCNC(=O)c2ccncc2)cc1OC | -2% | i | -2% | -7% | -1%
O=C(Nc1ccc(-c2cn3c(n2)SCC3)cc1)c1ccc2c(c1)OCO2 | -3% | i | 5% | 23% | 3%
Brc1ccc(Oc2nnnn2-c2ccccc2)cc1 | -3% | 1.1% | 8% | 7% | 0%
Cc1ccc(C)c(NC(=S)N2CCC(c3nc4ccccc4s3)CC2)c1 | 55% | 0.6% | -6% | 5% | 1%
CCCCn1c(N)c(N2CCOCC2)c(=O)n(CC(=O)NC(C)c2ccccc2)c1=O (stereo unspecified) | -7% | 0.8% | -13% | -11% | -8%
O=C(NC(=S)Nc1ccccc1N1CCCC1)c1ccc(-c2cccc([N+](=O)[O-])c2)o1 | 1% | 1.7% | 4% | 4% | -2%
Cc1cc(C)n(Cc2ccc(NC(=O)c3nn(C)cc3[N+](=O)[O-])cc2)n1 | 0% | 12% | 4% | 0% | -7%
Cn1c(C(C#N)C2=C(Cl)C(=O)N(c3ccccc3)C2=O)nc2ccccc21 (stereo unspecified) | -7% | nt | nt | -14% | 1%
O=C(CCN1C(=O)/C(=C/c2ccccc2F)SC1=S)NCCCn1ccnc1 | 14% | 2.0% | -3% | 11% | -30%
COCC(=O)N1CCC(Oc2ccc(C(=O)NC(C)c3csc(C)n3)cc2)CC1 (stereo unspecified) | -9% | 3.1% | 3% | -4% | 6%
SMILES | H37Rv inhibition | VEEV TC-83 Vero | H1N1 NS1A inhibition | M. tuberculosis | Salmonella PhoP GFP
CCOC(=O)C(NC(C)=O)(Nc1ccc(S(N)(=O)=O)cc1)C(F)(F)F (stereo unspecified) | 6% | 1.2% | 4% | 8% | 6%
O=C(CN1CCCCCC1)Nc1cccc([N+](=O)[O-])c1 | 0% | i | 4% | 1% | 2%
CCCn1c(=O)c2ccccc2n2c(SCCOc3ccccc3)nnc12 | 4% | 6.9% | -3% | 2% | -13%
O=C(O)C1CCCCC1C(=O)NC(c1ccccc1)c1ccccc1 (stereo unspecified) | -4% | 0.5% | 0% | 1% | 2%
COc1cc(Cl)c(C)cc1NC(=O)COC(=O)C1=COCCO1 | ? | 7.9% | -14% | 5% | 5%
COc1cccc(C(=S)N2CCCC2)c1OC | 4% | 1.8% | 0% | 11% | -2%
O=C(NCc1ccco1)Nc1ccc(Br)cc1 | 5% | 1.1% | 5% | 68% | 8%
Cc1cc(NC(=O)COC(=O)CNS(=O)(=O)c2c(F)cc(F)cc2Br)no1 | 3% | 2.4% | -15% | -10% | nt
O=c1[nH]cnc2scc(-c3ccc(-c4ccccc4)cc3)c12 | 10% | 2.4% | 4% | -1% | -4%
O=C(Nc1nc2ccccc2[nH]1)NC1CCCCC1 | 51% | 4.0% | -9% | 61% | -12%
COc1ccc(-c2nc(-c3ccc(Br)o3)no2)cc1 | -3% | 3.0% | 26% | -5% | -18%
CCn1c(SCc2ccc([N+](=O)[O-])cc2)nnc1C(C)NC(=O)c1ccc(C)cc1 (stereo unspecified) | -24% | 0.5% | -11% | 53% | -14%
COc1ccc(S(=O)(=O)n2nc(C)cc2C)c(C)c1C | 3% | 0.8% | 14% | 14% | -14%
O=C(NCc1ccc2c(c1)OCO2)c1cccc(Cl)c1 | 6% | 1.5% | -1% | 3% | -1%
O=C(/C=C/c1cccc(Br)c1)Nc1nn[nH]n1 | 12% | nt | nt | 26% | -3%
CN1CCN(Cc2c(F)cccc2Cl)CC1 | -5% | 0.4% | -2% | -6% | 1%
CC(=O)N1CCc2cc(S(=O)(=O)CCC(=O)N3CCN(c4ccccc4)CC3)ccc21 | 5% | 1.0% | -4% | -2% | 5%
CC(C)NC(=O)CCCN1C(=O)c2ccccc2Sc2ncccc21 | 1% | i | -17% | 0% | 5%
CCOC(=O)C1(Cc2ccccc2)CCCN(Cc2ccc(OCCO)cc2)C1 (stereo unspecified) | -10% | i | -3% | -10% | 2%
CC(=O)c1cccc(NC(=O)NC(C)C2CCCO2)c1 (stereo unspecified) | 1% | 1.4% | 1% | 7% | 6%
COc1cccc(CN(C)C(=O)c2ccc(C)c(S(=O)(=O)N3CCCCC3)c2)c1 | -8% | 4.2% | 1% | 32% | nt
O=C(COc1ccccc1F)N1CCCc2ccccc21 | -8% | i | -11% | ? | -3%
CC(C)c1nnc(NC(=O)CCS(=O)(=O)c2nc(-c3cccs3)cc(C(F)(F)F)n2)s1 | -1% | 8.0% | 2% | ? | -1%
O=C(O)c1nn(CCOc2ccccc2F)c(=O)c2ccccc12 | 3% | 1.2% | -1% | -10% | 6%
CC(=O)c1c(C)[nH]c(C(=O)OCC(=O)Nc2ccc3c(c2)OCCO3)c1C | -4% | 6.0% | -5% | -1% | nt

Reprinted at random: two records from the list
SMILES | H37Rv inhibition | VEEV TC-83 Vero | H1N1 NS1A inhibition | M. tuberculosis | Salmonella PhoP GFP
Fc1cccc(/C=C2\CCCC3=C2NC(=S)NC3c2cccc(F)c2)c1 (stereo unspecified) | 10% | 1.8% | 7% | 13% | -3%
O=C(NCc1ccc2c(c1)OCO2)c1cccc(Cl)c1 | 6% | 1.5% | -1% | 3% | -1%

Whole records from above. Order of values: H37Rv inhibition, VEEV TC-83 Vero, H1N1 NS1A inhibition, M. tuberculosis, Salmonella PhoP GFP
CC(C)NC(=O)CCCN1C(=O)c2ccccc2Sc2ncccc21 reads 1%, i, -17%, 0%, 5%
O=C(NCc1ccc2c(c1)OCO2)c1cccc(Cl)c1 reads 6%, 1.5%, -1%, 3%, -1%
CCCn1c(=O)c2ccccc2n2c(SCCOc3ccccc3)nnc12 reads 4%, 6.9%, -3%, 2%, -13%
O=c1[nH]cnc2scc(-c3ccc(-c4ccccc4)cc3)c12 reads 10%, 2.4%, 4%, -1%, -4%
O=C(O)c1nn(CCOc2ccccc2F)c(=O)c2ccccc12 reads 3%, 1.2%, -1%, -10%, 6%

(cont.)
SMILES | H37Rv inhibition | VEEV TC-83 Vero | H1N1 NS1A inhibition | M. tuberculosis | Salmonella PhoP GFP
Cc1nn(-c2nc(-c3ccco3)cc(C(F)(F)F)n2)c(C)c1Cl | 10% | 1.9% | -12% | -2% | -1%
O=C(O)CC(NC(=O)C1c2ccccc2Oc2ccccc21)c1ccc(Cl)cc1 (stereo unspecified) | -1% | 0.0% | -3% | 13% | -12%
CCOC(=O)N1CCN(C(=O)CN(Cc2ccc(Cl)cc2)S(C)(=O)=O)CC1 | -1% | 0.8% | -11% | 4% | -2%
CC(C)(C)OC(=O)NCCCC1=CC2=CC(=O)C(C)(OC(=O)C3CCCC3)C(=O)C2=CO1 (stereo unspecified) | 3% | nt | nt | 14% | -9%
O=C(OCC(=O)N1CCCC1)c1cc2c(cc1[N+](=O)[O-])OCCO2 | -1% | 1.8% | 2% | -3% | nt
NC(=O)Cc1ccc2c(c1)[nH]c1ccccc12 | 7% | i | 2% | -17% | 1%
COC(=O)c1ccc(S(=O)(=O)N2CCc3ccccc3C2)cc1 | -1% | i | -30% | 11% | 2%
CS/C(=N\N(C)C(N)=O)c1ccccc1 | -3% | 0.5% | -4% | -14% | -5%
CC1(NC(=O)CC(c2ccccc2)(c2ccccc2)c2ccccc2)CCN(Cc2ccc(-c3ccccc3)cc2)C1=O (stereo unspecified) | 6% | i | 1% | 22% | nt
COc1ccc(N2CCN(CCNC(=O)Nc3ccc(C)cc3Cl)CC2)cc1 | 15% | 0.2% | 2% | 8% | -10%
CCc1noc(C)c1C(=O)Nc1ccc(S(=O)(=O)N2CCC(C)CC2)cc1 | 6% | 1.8% | -5% | 3% | -4%
CCC1(OC(=O)CN(C)C)C(=O)OCc2c1cc1n(c2=O)Cc2cc3c(N)cccc3nc2-1 (stereo unspecified) | nt | 1.9% | 11% | nt | nt
Cc1ccc(-c2cc(C(=O)O)c3sc(N4CCCCC4)nc3n2)cc1 | -8% | 0.8% | 0% | 12% | 6%
Cc1ccc(S(=O)(=O)Cn2nnnc2C(c2ccccc2)N2CCN(c3ccccc3)CC2)cc1 (stereo unspecified) | 10% | i | 3% | -3% | -6%
Cc1nc2c(-c3ccc(Cl)cc3)cnn2c2c1CCC2 | 2% | 0.9% | -7% | 14% | -21%
Cc1ccc(Nc2nnc(SCC(=O)c3ccc(Br)s3)s2)c(C)c1 | -16% | 3.8% | -1% | 7% | -13%
CCN(CC)C(=O)c1cncc(C(=O)N(CC)CC)c1-c1ccccc1 | -11% | i | 0% | 3% | -1%
COc1ccc(S(=O)(=O)NCCN2CCNC2=O)cc1OC | -3% | 0.5% | nt | 8% | 2%
Cc1ccc(Cl)cc1NC(=O)Cn1cccc1 | 5% | 1.6% | 6% | 39% | 5%
CCOC(=O)c1c(-c2ccccc2Cl)csc1NC(=O)c1cc(S(=O)(=O)N2CCOCC2)ccc1C | 5% | 8.4% | 1% | -2% | 7%
CCCOc1ccc(Cc2nn3c(=O)/c(=C/c4ccco4)sc3nc2=O)cc1 | -20% | 1.2% | -1% | ? | 9%
CC(C)Oc1ccc(C(=O)NC(=S)Nc2ccc(Cl)c(C(=O)O)c2)cc1 | -2% | 1.3% | -23% | 35% | -1%
CC(C)(CO)Nc1ccc([N+](=O)[O-])cc1[N+](=O)[O-] | 0% | i | -14% | -14% | 3%
COc1cccc(CNC(=O)Cc2c(C(=O)O)[nH]c3ccccc23)c1 | 3% | 1.3% | -8% | 12% | -12%
CC(=O)Nc1cc(NC(=O)C2C3C=CC(C3)C2C(=O)O)ccc1Cl (stereo unspecified) | -13% | 0.5% | 0% | -8% | -9%
SMILES | H37Rv inhibition | VEEV TC-83 Vero | H1N1 NS1A inhibition | M. tuberculosis | Salmonella PhoP GFP
N/C(=N\OC(=O)c1cccs1)c1cccc([N+](=O)[O-])c1 | ? | 1.1% | -1% | 70% | -8%
COc1cc2cc(CN(CCCN3CCOCC3)Cc3nnnn3Cc3ccccc3)c(=O)[nH]c2cc1OC | -1% | 1.6% | 7% | -13% | -1%
Clc1ccc2c(c1)C(c1ccccc1Cl)=NCc1nnc(Br)n1-2 | 7% | i | -3% | 16% | 5%
CCN1CCN(C(=O)C2(NC(=O)Nc3cccc(F)c3)CCCCC2)CC1 | -5% | 1.1% | -11% | -14% | -7%
CC(=O)OCC1OC(Nc2cccc(C)c2)C(OC(C)=O)C(OC(C)=O)C1OC(C)=O (stereo unspecified) | -2% | i | -5% | -14% | -9%
C/C(=N/NC(=O)c1ccc(O)cc1)c1cccc([N+](=O)[O-])c1 | -3% | 0.3% | 2% | 7% | -4%
CC1CCCN(CCCNC(=O)C2CC(=O)N(c3ccc(F)c(Cl)c3)C2)C1 (stereo unspecified) | -9% | 1.0% | -2% | 8% | -3%
Cc1cc(C)n(-c2nc(C)nc(NCc3ccccc3)n2)n1 | ? | 0.3% | -12% | ? | -6%

Bioassay records deposited in PubChem by Southern Research Specialized Biocontainment Screening Center.
